yeast mlh1 rad18: NCI yeast anticancer drug screen, S. cerevisiae mlh1 rad18 strain; actives 11% (n = 79,000); AID 175, 2004; growth inhibition, % at 50 µM;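 note: 0% = growth of vehicle-only cultures of the same strain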
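Vehicle-treated cultures served as the reference for growth inhibition in a yeast strain carrying DNA damage repair alterations exposed to each compound.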
sgs1 mgt1: NCI yeast anticancer drug screen, S. cerevisiae sgs1 mgt1 strain; growth inhibition, % at 50 µM; actives 10% (n = 78,000); AID 161, 2004;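 note: 0% = growth of vehicle-only cultures of the same strain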
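Mutant yeast exposed to compound; growth scored against vehicle-only wells.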
yeast rad50: NCI yeast anticancer drug screen, S. cerevisiae rad50 strain; growth inhibition, % at 50 µM; actives 10% (n = 79,000); AID 155, 2004;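 note: 0% = growth of vehicle-only cultures of the same strain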
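Yeast carrying a defined DNA repair defect were exposed to test compounds, and growth was compared with vehicle-treated controls to give percent inhibition.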
yeast cln2 rad14: NCI yeast anticancer drug screen, S. cerevisiae cln2 rad14 strain; growth inhibition, % at 50 µM; actives 8.3% (n = 78,000); AID 165, 2004;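 note: 0% = growth of vehicle-only cultures of the same strain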
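Strain: cln2 rad14 yeast, altered in cell cycle control and DNA damage repair. Read-out: growth inhibition vs vehicle.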
bub3: NCI yeast anticancer drug screen, S. cerevisiae bub3 mutant strain | % growth inhibition at 50 µM | AID 167, 2004 | actives 9.9% (n = 78,000);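 note: 0% = growth of vehicle-only cultures of the same strain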
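Growth of a checkpoint-deficient yeast mutant is measured after compound exposure. Values represent inhibition relative to vehicle.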
mec2-1: NCI yeast anticancer drug screen, S. cerevisiae mec2-1 strain | % growth inhibition at 50 µM | actives 9% (n = 79,000);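 note: 0% = growth of vehicle-only cultures of the same strain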
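Vehicle-treated cultures served as reference for growth inhibition of compound-exposed mec2-1 yeast.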
The depositor's hits bear a star; ! = repeats disagree. Cut-off read from the data, not from the text of the source: active = growth inhibition above about 70%; inactive = the rest.

SMILES | yeast mlh1 rad18 | sgs1 mgt1 | yeast rad50 | yeast cln2 rad14 | bub3 | mec2-1
O=c1oc2ccccc2c(N2CCCCC2)c1Cl | 15.0 | 12.3 | 1.6 | 22.1 | 17.6 | 40.6
C=CCSc1nc2c(N)ncnc2n1C1OC(CO)C(O)C1O (stereo not drawn) | 26.4 | 1.9 | 27.6 | 8.7 | 35.6 | 13.2
O=C(CCCC(=O)N/N=C/c1ccccc1O)N/N=C\c1ccccc1O | -12.9 | -20.4 | 4.5 | 3.4 | -3.5 | -6.7
CSc1nc2c(=O)[nH][nH]c(=O)c2n1Cc1ccccc1 | 4.2 | 12.5 | 13.7 | 11.2 | 9.7 | -15.1
O=C(NCCCl)NC(C1CC1)C1CC1 | -4.0 | 6.5 | 13.1 | -58.1 | 13.4 | -2.9
O=C(Nc1ccccc1)Oc1ccc(C2CCCCC2)cc1 | 54.6 | 8.2 | 14.7 | 0.9 | 23.3 | 22.1
O=[N+]([O-])c1cc(Cl)cc(C(c2cc(Cl)cc([N+](=O)[O-])c2O)C(Cl)(Cl)Cl)c1O | 98.3* | 98.1* | 97.7* | 97.0* | 97.2* | 98.4*
COC(=O)C1(CC(=O)c2ccc(Cl)c(Cl)c2)NC(=S)NC(=O)C1C#N (stereo not drawn) | -10.2 | -25.1 | -24.2 | -0.6 | -0.7 | 20.6
N#Cc1ccc(I)cc1 | -9.8 | 12.6 | -7.6 | 18.9 | 13.6 | -31.6
Nc1cc(=O)[nH]c(SC2OC(CO)C(O)C2O)n1 (stereo not drawn) | 17.6 | 9.0 | 29.1 | -44.1 | 0.1 | -9.6
CC(=O)OCc1c(COC(C)=O)c(-c2ccc(Cl)cc2)n2c1CCC2 | 23.9 | 19.3 | 34.0 | -18.1 | 9.6 | 16.6
O=C(O)c1cccc([N+](=O)[O-])c1O | 14.4 | 8.9 | -41.4 | -0.7 | -0.8 | 1.4
CN1CCN(C(=S)N(C(=O)c2cccs2)C2CCCCC2)CC1 | -39.4 | -23.4 | -45.2 | 10.8 | -3.9 | -3.9
COc1cccc(Nc2nc(N)nc(N)c2N=O)c1 | 33.6 | 11.9 | 51.9 | 30.4 | -12.1 | 29.4
CCCCNC(=O)OCc1c(COC(=O)NCCCC)c(-c2ccc(Cl)c(Cl)c2)n2c1CCC2 | 31.8 | 31.2 | 26.6 | 70.0 | 4.4 | 7.3
NNC(=O)/C(=C/c1cccc([N+](=O)[O-])c1)NC(=O)c1ccccc1 | -24.1 | -15.9 | -41.4 | 7.5 | -16.4 | -25.4
Cc1cc2c(c(N)c1C)C(=O)c1ccccc1C2=O | 6.7 | 31.7 | 18.4 | 10.9 | 26.2 | 11.4
O=C1OC(c2ccccc2)CC12CCCCC2 (stereo not drawn) | -16.5 | 15.8 | -5.8 | -74.0 | -7.0 | -9.4
Cc1c[n+](CC(=O)c2ccc(I)cc2)c(C)s1 | 16.8 | -2.9 | -16.2 | 46.3 | 1.7 | 4.1
COc1ccc(NC(=O)Nc2cc(Cl)ccc2Cl)cc1 | -1.2 | 2.8 | 3.5 | -0.6 | 15.6 | 14.1
COc1ccc(C(c2cc3c(cc2O)OCO3)N2CCN(C(c3ccc(OC)c(OC)c3)c3cc4c(cc3O)OCO4)CC2)cc1OC (stereo not drawn) | -17.1 | 1.6 | -3.0 | 17.4 | 2.2 | 1.1
CCN(CC)CCCC#N | -2.9 | -8.8 | -5.2 | -13.0 | -2.6 | 4.7
CN(C)CCCc1cccc2[nH]c3c(c12)CN(C)CC3 | -26.0 | 23.6 | 22.0 | 7.8 | 7.5 | -5.0
NC1CCCCC1N.O=S(=O)([O-])CCCN1CCOCC1.O=S(=O)([O-])CCCN1CCOCC1.[Pt+4] | 99.2* | 99.0* | 99.0* | 99.0* | 98.6* | 98.9*
Cc1cccc(C)c1NC(=O)C(=O)/C(=C(\N)c1ccccc1)c1ccccc1 | -9.2 | -15.2 | -14.3 | 29.8 | 10.2 | -9.5
Cc1ccc(S(=O)(=O)CC(=O)CC(=O)C(=O)Nc2cc(C)ccc2C)cc1 | 12.6 | 17.9 | 34.2 | 1.9 | -0.6 | 9.9
CC(NNC(=S)N1CCCC1)c1ccc2ccccc2n1 (stereo not drawn) | 96.4* | 98.0* | 98.0* | 97.0* | 98.2* | 98.2*
COc1ccc(C(=O)Cc2nc3nnc(NC(=O)Nc4ccc(Cl)cc4)n3[nH]c2=O)cc1 | -9.6 | 8.0 | 8.2 | -8.3 | 15.1 | 15.2
CC1=C(C(=O)NCc2ccccc2)C(/C=C/c2ccccc2)C(C(=O)NCc2ccccc2)=C(C)N1 | 34.3 | 23.7 | 46.0 | -22.1 | 4.5 | 16.1
COc1cc(C(=O)CCC(=O)O)c(OC)c(CBr)c1CBr | -13.8 | -2.7 | -20.3 | -23.8 | -2.1 | -0.4

Reformatted as labelled records: 3 of the compounds above.
Cc1c[n+](CC(=O)c2ccc(I)cc2)c(C)s1
  yeast mlh1 rad18 = 16.8	sgs1 mgt1 = -2.9	yeast rad50 = -16.2	yeast cln2 rad14 = 46.3	bub3 = 1.7	mec2-1 = 4.1
COc1ccc(NC(=O)Nc2cc(Cl)ccc2Cl)cc1
  yeast mlh1 rad18 = -1.2	sgs1 mgt1 = 2.8	yeast rad50 = 3.5	yeast cln2 rad14 = -0.6	bub3 = 15.6	mec2-1 = 14.1
COc1ccc(C(c2cc3c(cc2O)OCO3)N2CCN(C(c3ccc(OC)c(OC)c3)c3cc4c(cc3O)OCO4)CC2)cc1OC (stereo not drawn)
  yeast mlh1 rad18 = -17.1	sgs1 mgt1 = 1.6	yeast rad50 = -3.0	yeast cln2 rad14 = 17.4	bub3 = 2.2	mec2-1 = 1.1

Entries of single compounds as entered above.
COc1ccc(C(=O)Cc2nc3nnc(NC(=O)Nc4ccc(Cl)cc4)n3[nH]c2=O)cc1 as listed: yeast mlh1 rad18 = -9.6; sgs1 mgt1 = 8.0; yeast rad50 = 8.2; yeast cln2 rad14 = -8.3; bub3 = 15.1; mec2-1 = 15.2
COc1ccc(NC(=O)Nc2cc(Cl)ccc2Cl)cc1 as listed: yeast mlh1 rad18 = -1.2; sgs1 mgt1 = 2.8; yeast rad50 = 3.5; yeast cln2 rad14 = -0.6; bub3 = 15.6; mec2-1 = 14.1

Other entries follow:
SMILES | yeast mlh1 rad18 | sgs1 mgt1 | yeast rad50 | yeast cln2 rad14 | bub3 | mec2-1
COc1ccc(/C=c2\c(=O)[nH]c3nc4ccccc4c(=O)n23)cc1 | 6.7 | 32.2 | 10.2 | 28.2 | 10.1 | 14.9
Cc1cc(C)c(C(=O)/C(=C/c2ccccc2)c2ccccc2)c(C)c1 | 3.0 | -5.0 | -5.3 | 16.0 | -12.6 | -1.1
O=Cc1c(Cn2ccnc2)c2cc([N+](=O)[O-])ccc2n1Cc1ccccc1 | 68.5 | 57.2 | 62.5 | 22.9 | 3.8 | 13.7
CC1([N+](=O)[O-])COC2(CCCC2)OC1 | 33.6 | 4.8 | 26.4 | -21.8 | -12.9 | 12.2
C(=C/c1ccccc1)/CN1CCCCC1 | 29.4 | 36.0 | 29.4 | 11.4 | 37.2 | 19.4
N#Cc1nn(-c2ccc(Cl)cc2)c(N)c2c(=N)n3nc(-c4ccccc4)cc3nc12 | 46.6 | 48.8 | 50.8 | -6.8 | 68.5 | 35.4
NC(=O)c1ccccc1NCCc1ccccc1 | -4.5 | -3.7 | -7.3 | -52.0 | -19.6 | -5.0
CCCOC1OC(CS(=O)(=O)O)C(OC(C)=O)C(OC(C)=O)C1OC(C)=O (stereo not drawn) | 6.0 | 8.4 | 3.2 | 18.0 | 2.4 | 3.1
Cc1cccc2c1NC(O)c1cccn1C2=O (stereo not drawn) | -2.4 | 5.5 | 6.5 | -22.4 | -18.6 | 2.8
N#CC(CNC1CCCCC1)c1ccccc1 (stereo not drawn) | 10.7 | 4.3 | -9.3 | -32.7 | 15.1 | -4.3
N#Cc1cc2c(cc1C#N)/C(=N\c1cccc(N)n1)N=C2Nc1cccc(N)n1 | 22.0 | 0.2 | 6.1 | 1.2 | 5.8 | 19.1
COC(=O)[C@]1(C)CCC[C@]2(C)c3ccc(C(C)C)cc3CC[C@@H]12 | 99.0*! | 99.0*! | 98.4*! | 99.0*! | 99.2*! | 99.1*!
CCCC(=O)Oc1cccc2ccccc12 | 19.4 | 21.2 | 17.9 | 12.9 | 17.9 | 6.0
Cc1ccc(OCCC(=O)N(C)C)cc1 | 10.9 | -8.2 | 5.0 | -10.0 | 4.2 | 2.9
ClC1c2ccccc2-c2nsnc2C1Cl (stereo not drawn) | -5.0 | -6.9 | -8.0 | 2.8 | 9.2 | 6.5
C[N+](C)(CCS(=O)(=O)[O-])C1CCCCC1 | -12.8 | -8.9 | -6.7 | -23.1 | 6.8 | -8.7
Cc1cc(N(CCC#N)CCC#N)ccc1/C=C1N=C(/C=C/c2ccccc2)N(c2ccc(S(N)(=O)=O)cc2)C\1=O | -3.9 | -18.8 | 0.8 | 0.6 | -21.1 | -0.2
CN(C)C(=O)Nc1cccc2nsnc12 | 29.6 | 11.0 | 12.4 | -50.5 | -6.0 | -2.8
O=C(NNC(=O)c1ccncc1)c1ccncc1 | -23.9 | -9.4 | -22.9 | -30.3 | -2.4 | 1.2
Cc1ccc([N+](=O)[O-])cc1NC(=O)/C(=N/NC(=S)NN)C1SC(=S)NC1=O (stereo not drawn) | -8.8 | 12.2 | 19.4 | 20.9 | -19.6 | -12.1
COc1ccc(CCNC(=O)Cc2ccc(Cl)cc2)cc1OC | 0.2 | -9.7 | 3.6 | 4.2 | -5.8 | -4.7
C[C@@H]1C(=O)C[C@H]2C(C)(C)CCC[C@]2(C)[C@@]1(O)CCc1ccoc1 | 6.3 | -10.5 | -3.2 | 3.4 | -18.5 | -42.9
Cc1cccc(C(=O)O)c1[N+](=O)[O-] | 7.1 | -8.2 | 10.4 | -8.3 | -14.0 | 1.1
Nc1nnc(Cc2nnc(N)o2)o1 | -10.2 | -9.6 | -23.4 | -10.2 | -35.8 | -18.4
COc1ccc(C(c2ccccc2)C(CO)CO)cc1 (stereo not drawn) | -4.3 | 5.7 | 6.1 | 0.0 | -1.6 | -2.4
O=C(NCCCCCCNC(=O)Nc1ccccc1F)Nc1ccccc1F | 14.8 | 1.1 | -15.7 | -7.3 | -4.3 | 4.3
Cc1ccc([N+](=O)[O-])c2c(NCCC[N+](C)(C)[O-])c3ccccc3nc12 | 45.1 | 56.8 | 61.2 | 77.8* | -36.0 | 1.6
CC(=O)Nc1ncc2c(n1)-c1ccccc1OC2 | -33.3 | -5.4 | -1.2 | -0.6 | -51.5 | -20.7
CCCCCCCCCCCCCCCCCC(=O)OCC(=O)c1ccc(-c2ccccc2)cc1 | 14.9 | 38.0 | 33.0 | 30.6 | 5.2 | 5.2
CC(=O)Nc1ccccc1C(C)=O | 4.8 | -10.2 | 5.5 | 10.0 | -8.1 | -7.2

Overlap with the part before: 2 compounds, followed by the next part.
SMILES | yeast mlh1 rad18 | sgs1 mgt1 | yeast rad50 | yeast cln2 rad14 | bub3 | mec2-1
CCCCCCCCCCCCCCCCCC(=O)OCC(=O)c1ccc(-c2ccccc2)cc1 | 14.9 | 38.0 | 33.0 | 30.6 | 5.2 | 5.2
CC(=O)Nc1ccccc1C(C)=O | 4.8 | -10.2 | 5.5 | 10.0 | -8.1 | -7.2
Cc1cc(CN2CCCCC2)c(O)c(CN2CCCCC2)c1 | -7.0 | -13.4 | -4.3 | -0.2 | -29.4 | -18.9
COc1cc(/C=N/NC(=O)c2ccc(C)cc2)ccc1O | 36.5 | -17.2 | -0.2 | -21.6 | 28.3 | -10.4
Nc1ccccc1N=Cc1ccccc1O | 69.3 | 0.4 | 66.2 | 22.8 | 5.8 | 41.2
CC(=O)c1c2c(cc3c1CC1(Cc4cc5c(cc4C1)CCC5)C3)CCC2 | -42.5 | -3.5 | -45.1 | 2.4 | 13.8 | -53.8
C1CCC(CC2CCC(NC3=NCCO3)CC2)CC1 (stereo not drawn) | 84.3* | 87.2* | 88.6* | 88.2* | 91.2* | 87.5*
O=C(OCCOc1ccc(C(F)(F)F)cc1[N+](=O)[O-])c1ccc(Cl)cc1Cl | -22.5 | -35.8 | -32.5 | -34.5 | -44.9 | -33.7
C[Si](C)(C)O[Si](C)(C)CCl | -34.2 | -3.1 | -28.9 | -10.2 | -6.2 | -12.4
COc1cccc(/C(CC(O)(C(F)(F)F)C(F)(F)F)=N\N(C)C)c1 | -25.2 | -8.7 | -30.6 | -38.2 | 1.5 | -9.9
COC(=O)/C(C#N)=C1\CCC(O)N1 (stereo not drawn) | 2.8 | 0.2 | 16.4 | -3.6 | 5.6 | -4.8
CC(C)NC1=C(NC(=O)NC(=O)c2ccccc2)C(=O)c2ccccc2C1=O | -11.4 | -16.2 | 4.7 | 0.9 | -1.5 | 2.2
CC(=O)NCc1cccc[n+]1[O-] | -7.2 | -3.8 | 14.8 | -59.3 | -6.8 | -12.0
O=C(O)C(CO)NC(=O)n1c2ccccc2c2ccccc21 (stereo not drawn) | -15.8 | -24.4 | -4.7 | -9.3 | 2.2 | 0.6
Cn1c(-c2cccs2)cc(-c2ccsc2)c1-c1ccsc1 | -17.5 | -33.5 | -36.5 | -1.1 | 19.1 | -48.0

Bioassay records: PubChem BioAssay, NCI
